miR-122 sensor – blocks miR-122 activity in Huh7 sensor cells; Huh7 miR-122 Renilla luciferase sensor, 48 h; neutral wells = 0, positive control = 100; activation (reporter increase), % at 12.5 µM; 340,000 compounds, 0.3% hits; AID 602342;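 active = mean replicate activation score at least 90 and every replicate individually at or above 90; inconclusive = only one of the two criteria met; inactive = neither criterion met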;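 also: higher luciferase means less miR-122 activity so hits act as miR-122 inhibitors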
ERp5 inh – blocks human ERp5 reductase activity on insulin. inhibition, % at 9.99 µM. 350,000 compounds, 0.05% hits. ERp5 insulin aggregation, absorbance 650 nm, 90 min. Q15084;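 active = mean replicate inhibition above about 25%, with every replicate also reaching it, limit read from the data, passing the limit was not always enough; inconclusive = only one of those two criteria met; inactive = neither criterion met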
DENV2 CPE rescue – protects cells from dengue virus 2 cytopathic effect. DENV2-infected cells, cytopathic effect rescue, plate reader. 350,000 compounds, 1.7% hits. CPE inhibition, % at 9.99 µM. AID 651640; in the data active = CPE inhibition above about 20%, passing the limit was not always enough; inconclusive = no clear call, values can overlap the other calls; tested in BHK-21 cells;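 also: 0% = median of neutral control wells and 100% = median of positive control wells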
F508del corr – CFTR F508del correction in bronchial cells | activity (quench increase), % at 7.58 µM | CFBE cells, YFP halide quenching; stimulated with forskolin plus potentiator P3; % fluorescence drop versus neutral controls | 350,000 compounds, 0.36% hits | AID 720511;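 active = mean added fluorescence quench of at least 8% versus neutral control, with both replicates also reaching 8%; inconclusive = only one of the mean or replicate conditions met; inactive = mean below 8% and not both replicates reaching 8%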;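 also: cells transiently co-express mutant CFTR-F508del with the halide-sensitive YFP; corrector assay measuring rescue of mutant channel to the surface after 24 h compound exposure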
Casp6 inh – caspase-6 (human) enzyme inhibition. purified caspase-6, Z-VEID-R110 cleavage fluorescence. inhibition, % at 12.5 µM. 350,000 compounds, 0.53% hits;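 active = mean inhibition across replicates at least about 35%, with every replicate also reaching that limit, limit read from the data; inconclusive = only one of the two criteria met; inactive = neither criterion met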;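 also: 0% = median of neutral control wells and 100% = no fluorescence left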
SIRT5 inh – inhibitors of human sirtuin-5 desuccinylase; inhibition, % at 15 µM; 330,000 compounds, 1.1% hits; Purified SirT5, succinyl-peptide AMC, trypsin-coupled fluorescence; Q9NXA8; in the data active = inhibition above about 15%; inconclusive = no clear call, values can overlap the other calls
ERAP1 inh – blocks human ERAP1 aminopeptidase activity. Q9NZ08. recombinant ERAP1, Leu-AMC fluorescence, 60 min. inhibition, % at 10.7 µM. 340,000 compounds, 0.15% hits. AID 652197;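 active = mean replicate inhibition of at least 30%, or all replicates individually reaching that 30% level; inactive = mean below 30% and not every replicate reaching it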;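 also: 0% = neutral control wells and 100% = L-leucinethiol positive control wells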
Target sequence (Q9NZ08 whole entry, looked up): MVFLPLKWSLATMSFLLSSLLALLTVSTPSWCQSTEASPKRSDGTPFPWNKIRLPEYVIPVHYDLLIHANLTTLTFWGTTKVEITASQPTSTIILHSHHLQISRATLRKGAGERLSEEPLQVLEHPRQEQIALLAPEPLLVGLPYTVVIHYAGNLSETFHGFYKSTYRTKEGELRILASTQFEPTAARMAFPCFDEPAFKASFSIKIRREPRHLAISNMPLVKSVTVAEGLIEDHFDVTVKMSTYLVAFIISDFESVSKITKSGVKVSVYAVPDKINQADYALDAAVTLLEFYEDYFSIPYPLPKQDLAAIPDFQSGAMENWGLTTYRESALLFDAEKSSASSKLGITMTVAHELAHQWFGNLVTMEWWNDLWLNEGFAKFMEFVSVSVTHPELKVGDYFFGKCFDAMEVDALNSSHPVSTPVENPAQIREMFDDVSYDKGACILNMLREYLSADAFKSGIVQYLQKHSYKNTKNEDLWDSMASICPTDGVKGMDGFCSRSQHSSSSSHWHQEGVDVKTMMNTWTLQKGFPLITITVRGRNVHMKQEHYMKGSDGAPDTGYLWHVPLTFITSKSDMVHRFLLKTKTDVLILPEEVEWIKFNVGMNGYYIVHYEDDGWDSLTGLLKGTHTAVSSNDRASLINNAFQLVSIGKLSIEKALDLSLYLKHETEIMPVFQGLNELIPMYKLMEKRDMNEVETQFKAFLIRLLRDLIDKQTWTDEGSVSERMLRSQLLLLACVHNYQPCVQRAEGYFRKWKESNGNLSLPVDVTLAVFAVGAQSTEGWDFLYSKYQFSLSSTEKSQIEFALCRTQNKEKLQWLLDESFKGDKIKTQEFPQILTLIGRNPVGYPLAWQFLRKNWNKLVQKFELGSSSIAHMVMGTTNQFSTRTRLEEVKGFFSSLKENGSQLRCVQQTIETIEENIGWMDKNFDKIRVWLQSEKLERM
Active calls of the source: *; & = joins results of further samples; [ ] = another dose, or the depositor's remark.

For N#CCCN1CCN(S(=O)(=O)c2ccc(S(=O)(=O)NC3CCCCC3)cc2)CC1 the results were miR-122 sensor 0, ERp5 inh 2, DENV2 CPE rescue inconclusive, F508del corr 0.0, Casp6 inh 1, SIRT5 inh -2 and ERAP1 inh 0.
For Cc1ccc(S(=O)(=O)Nc2ccc3c(c2)C(=O)N([C@H](C)CO)C[C@H](C)[C@H](CN(C)Cc2ccc(-c4ccccc4)cc2)O3)cc1 the results were miR-122 sensor -5[16.7 µM], ERp5 inh -1, DENV2 CPE rescue -1, F508del corr 0.6, Casp6 inh -2, SIRT5 inh 14 and ERAP1 inh -5.
Screening CCOc1ccc(S(=O)(=O)N2CCN=C2c2ccccc2)c(C)c1C returned ERp5 inh -6, DENV2 CPE rescue 13, F508del corr 1.2, Casp6 inh 1, SIRT5 inh -2 and ERAP1 inh -2.
CC(=O)OCC(=O)C1=CCC2C3CCC4=CC(=O)C=CC4(C)C3(F)C(OC(C)=O)CC12C (configuration not stated) was read as ERp5 inh 0, DENV2 CPE rescue 5, F508del corr -3.4, Casp6 inh -1, SIRT5 inh 0 and ERAP1 inh 1.
For Cc1onc(-c2ccccc2)c1C(=O)NC(C)c1ccccc1 (configuration not stated) the results were ERp5 inh 3, DENV2 CPE rescue -1, F508del corr -1.8, Casp6 inh 1 and SIRT5 inh 1.
`COCC(=O)N1CC(=O)N2[C@H](CO)[C@@H](c3ccc(Br)cc3)[C@@H]2C1` gave ERp5 inh 0, DENV2 CPE rescue 7, F508del corr 2.1, Casp6 inh 2, SIRT5 inh 1 and ERAP1 inh -4.
For CNC[C@@H]1OCCCC[C@H](C)Oc2ccc(NS(=O)(=O)c3ccc(C)cc3)cc2C(=O)N([C@H](C)CO)C[C@@H]1C the results were miR-122 sensor -3[16.7 µM], ERp5 inh 2, DENV2 CPE rescue 15, F508del corr 0.9, Casp6 inh 1, SIRT5 inh 5 and ERAP1 inh -1.
For C[C@@H]1CN([C@H](C)CO)C(=O)c2cc(Br)cnc2O[C@@H]1CN(C)Cc1ccncc1 the results were miR-122 sensor 8[16.7 µM], ERp5 inh 1, DENV2 CPE rescue 0, F508del corr 2.0, Casp6 inh 1, SIRT5 inh -4 and ERAP1 inh -2.
`CCC(=O)N[C@H]1CC[C@H](CCNC(=O)Nc2ccc(C(F)(F)F)cc2)O[C@H]1CO` gave miR-122 sensor -5[16.7 µM], ERp5 inh 5, DENV2 CPE rescue -4, F508del corr -0.8, Casp6 inh 1, SIRT5 inh -1 and ERAP1 inh -3.
For COc1ccc(NS(=O)(=O)c2cccc(C(=O)Nc3ccccc3C(=O)O)c2)cc1 the results were miR-122 sensor 3, ERp5 inh -6, DENV2 CPE rescue -5, F508del corr -0.3, Casp6 inh -4, SIRT5 inh -1 and ERAP1 inh -4.
Screening C[C@@H]1CCCCO[C@H](CN(C)C(=O)CCC(F)(F)F)[C@H](C)CN([C@@H](C)CO)C(=O)c2cc(NS(=O)(=O)c3cccs3)ccc2O1 returned miR-122 sensor -3[16.7 µM], DENV2 CPE rescue 4 and F508del corr 0.6.
CNCC(=O)N1CCN(c2ncc(C(F)(F)F)cc2Cl)CC1 was read as ERp5 inh -2, DENV2 CPE rescue 11, F508del corr 0.5, Casp6 inh 0, SIRT5 inh -2 and ERAP1 inh 10.
`Cc1cccc(S(=O)(=O)N2CCCCN3[C@H](CO)[C@@H](c4ccc(-c5cccnc5)cc4)[C@H]3C2)c1` gave miR-122 sensor 7[16.7 µM], ERp5 inh 1, DENV2 CPE rescue -15, F508del corr 4.6, Casp6 inh 2, SIRT5 inh -5 and ERAP1 inh -1.
`COCCNC(=S)N(C)[C@H]1C[C@H]2c3[nH]c4cccc(-c5ccccc5)c4c3CCN2C(=O)[C@H]1[C@H](C)O` gave ERp5 inh -6, DENV2 CPE rescue 5, F508del corr -3.9, Casp6 inh -1, SIRT5 inh -5 and ERAP1 inh -2.
`Cc1ccc(S(=O)(=O)N(C)C[C@H]2OCCCC[C@@H](C)Oc3ccc(NS(C)(=O)=O)cc3C(=O)N([C@@H](C)CO)C[C@@H]2C)cc1` gave miR-122 sensor 4[16.7 µM], ERp5 inh -3, DENV2 CPE rescue -9, F508del corr -0.3, Casp6 inh 0, SIRT5 inh 3 and ERAP1 inh 0.
`O=C(Nc1ccccc1C(=O)Nc1ccc(Br)cn1)c1cccc([N+](=O)[O-])c1` gave miR-122 sensor 4, ERp5 inh -3, DENV2 CPE rescue 1, F508del corr -4.6, Casp6 inh -1, SIRT5 inh 3 and ERAP1 inh 0.
CSc1ccc(NS(=O)(=O)c2ccc(-n3cnnn3)cc2)cc1 was read as miR-122 sensor 9, ERp5 inh 1, DENV2 CPE rescue 0, F508del corr -3.6, Casp6 inh 0, SIRT5 inh 5 and ERAP1 inh 2.
For CCOc1ccc(Oc2ccccc2NC(=O)CSCC(=O)Nc2cc(C)on2)cc1 the results were miR-122 sensor -1, ERp5 inh 0, DENV2 CPE rescue 7, F508del corr 0.7, Casp6 inh 0, SIRT5 inh 1 and ERAP1 inh 0.
Screening CC(C)NC(=O)c1onc(CSc2nc3ccccc3[nH]2)c1C(=O)NC(C)C returned miR-122 sensor -18, ERp5 inh 2, DENV2 CPE rescue 5, F508del corr 0.0, Casp6 inh -1, SIRT5 inh 0 and ERAP1 inh -1.
Screening Cc1ccc(NC(=O)N(O)C2CCCCC2C#N)cc1 (configuration not stated) returned ERp5 inh -5, DENV2 CPE rescue -7, F508del corr -2.5, Casp6 inh -1 and ERAP1 inh 0.
Screening O=C(c1cccc(S(=O)(=O)N2CCOCC2)c1)N1CCC(Cc2ccccc2)CC1 returned ERp5 inh 2, DENV2 CPE rescue inconclusive, F508del corr -2.5, Casp6 inh 4, SIRT5 inh -1 and ERAP1 inh -1.
For O=c1[nH]c(NCCCO)nc2c1C1(CCCC1)Cc1ccccc1-2 the results were miR-122 sensor 4, ERp5 inh 0, DENV2 CPE rescue inconclusive, F508del corr 1.6, Casp6 inh 7, SIRT5 inh -26 and ERAP1 inh -6.
Cc1cc(C(=O)NNc2c(Cl)cccc2Cl)no1 was read as miR-122 sensor -4, ERp5 inh -2, DENV2 CPE rescue -6, F508del corr -1.6, Casp6 inh 2, SIRT5 inh -4 and ERAP1 inh -4.
`CC(=O)NC(c1cccc(F)c1)c1nc(/C=C/c2ccccc2)cs1` (configuration not stated) gave miR-122 sensor 3, ERp5 inh 0, DENV2 CPE rescue 10, F508del corr -0.6, Casp6 inh 4, SIRT5 inh 1 and ERAP1 inh 0.
For O=c1cc(C(F)(F)F)[nH]c2ccc(C(F)(F)F)cc12 the results were ERp5 inh -3, DENV2 CPE rescue 6, F508del corr -9.4, Casp6 inh 2, SIRT5 inh -5 and ERAP1 inh 5.
C[C@H](CO)N1C[C@H](C)[C@@H](CN(C)S(C)(=O)=O)Oc2ncc(C#CC3CCCC3)cc2C1=O was read as ERp5 inh 0, DENV2 CPE rescue 3, F508del corr -1.1, Casp6 inh 1, SIRT5 inh 6 and ERAP1 inh 0.
`Cc1nc2c(cc1NC(=O)C(C)(C)C)nc(C)n2Cc1ccccc1` gave miR-122 sensor -5, ERp5 inh 3, DENV2 CPE rescue 0, F508del corr 0.6, Casp6 inh 0, SIRT5 inh -4 and ERAP1 inh 0.
For O=C(Nc1cc(F)ccc1F)N1[C@@H]2CNC[C@H]1C2c1ccc(-c2ccncc2)cc1 (some centres not stated) the results were ERp5 inh 5&8, DENV2 CPE rescue -2&9, F508del corr 0.6&-1.5, Casp6 inh 2, SIRT5 inh 2&3 and ERAP1 inh 4&3.
Screening C[C@@H]1CN([C@H](C)CO)C(=O)c2cc(NC(=O)Cn3cnnn3)ccc2O[C@@H]1CN(C)S(=O)(=O)c1cn(C)cn1 returned miR-122 sensor 0[16.7 µM], ERp5 inh -3, DENV2 CPE rescue 2, F508del corr -2.2, Casp6 inh 2, SIRT5 inh -2 and ERAP1 inh -1.
Screening O=C(O)c1ccc2c(c1)C(=O)/C(=C/c1ccccc1)C2=O returned miR-122 sensor 19, ERp5 inh -5, DENV2 CPE rescue -4, Casp6 inh 8, SIRT5 inh 3 and ERAP1 inh -3.
Screening COc1ccc(OCCCCc2c(C)n[nH]c2C)cc1 returned miR-122 sensor 2, ERp5 inh 25, DENV2 CPE rescue -5, F508del corr -1.4, Casp6 inh 5 and SIRT5 inh 5.
CCS(=O)(=O)Nc1ccc2c(c1)C(=O)N(C)[C@H]1CC[C@@H](CC(=O)NCc3ccc(OC)cc3)O[C@H]1CO2 was read as miR-122 sensor -17[16.7 µM], ERp5 inh 14, DENV2 CPE rescue -1, F508del corr -1.3, Casp6 inh 0, SIRT5 inh -2 and ERAP1 inh -1.
`Cc1nc(SC(C)C(=O)NC2CCCC2)c2ccccc2n1` (configuration not stated) gave miR-122 sensor -1, ERp5 inh -12, DENV2 CPE rescue -6, F508del corr -3.9, Casp6 inh -2, SIRT5 inh 3 and ERAP1 inh -2.
Screening O=S(=O)(NCC(c1cccnc1)N1CCN(Cc2ccccc2)CC1)c1cc(F)ccc1F (configuration not stated) returned miR-122 sensor 2, ERp5 inh 0, DENV2 CPE rescue 8, F508del corr -0.2, Casp6 inh -14, SIRT5 inh 0 and ERAP1 inh 2.
For O=[N+]([O-])c1ccc(N2CCN(C(=S)c3cccc([N+](=O)[O-])c3)CC2)cc1 the results were miR-122 sensor -7, ERp5 inh -8, DENV2 CPE rescue 10, F508del corr 0.5, Casp6 inh -1, SIRT5 inh -5 and ERAP1 inh 5.
For Cc1nn(-c2nc3ccccc3[nH]2)c(=O)c2ccccc12 the results were miR-122 sensor 6, ERp5 inh 6, F508del corr -1.3, SIRT5 inh -3 and ERAP1 inh -1.
COc1ccc(/C=C2/C(=O)N(c3nc4ccccc4s3)N=C2CSc2ccc(Cl)cc2)cc1 was read as ERp5 inh -1, DENV2 CPE rescue -6, Casp6 inh 0, SIRT5 inh 18* and ERAP1 inh 3.
Screening COc1ccc(C2(OC)Oc3cc(OC)ccc3C(=O)C2(O)OC)cc1 (configuration not stated) returned ERp5 inh -13, DENV2 CPE rescue -6, F508del corr -1.6, Casp6 inh 5, SIRT5 inh -6 and ERAP1 inh -3.
Cn1c(SCc2nnc(-c3ccccc3)o2)nc2ccccc21 was read as ERp5 inh 1, DENV2 CPE rescue -2, F508del corr -4.2, Casp6 inh -4, SIRT5 inh -3 and ERAP1 inh 3.
For COc1ccc(S(=O)(=O)N(C)C[C@H]2OCCCC[C@H](C)Oc3ccc(NC(=O)Nc4ccc5c(c4)OCO5)cc3C(=O)N([C@@H](C)CO)C[C@@H]2C)cc1 the results were miR-122 sensor -6[16.7 µM], ERp5 inh -2, DENV2 CPE rescue -8, F508del corr -0.3, Casp6 inh -1, SIRT5 inh 1 and ERAP1 inh -5.
Screening Cc1nc(SCC(=O)Nc2nc3ccccc3s2)n[nH]1 returned miR-122 sensor -3, ERp5 inh -2, DENV2 CPE rescue 1, F508del corr -0.1, Casp6 inh 3, SIRT5 inh 1 and ERAP1 inh 1.
`[N-]=[N+]=NC1CC(CO)OC1n1ccc(=O)[nH]c1=O` (configuration not stated) gave miR-122 sensor -6, ERp5 inh 1, DENV2 CPE rescue -4, F508del corr 2.0, Casp6 inh -2, SIRT5 inh 1 and ERAP1 inh -3.

A portion from the list above:
Screening CC(C)NC(=O)c1onc(CSc2nc3ccccc3[nH]2)c1C(=O)NC(C)C returned miR-122 sensor -18, ERp5 inh 2, DENV2 CPE rescue 5, F508del corr 0.0, Casp6 inh -1, SIRT5 inh 0 and ERAP1 inh -1.
Screening Cc1ccc(NC(=O)N(O)C2CCCCC2C#N)cc1 (configuration not stated) returned ERp5 inh -5, DENV2 CPE rescue -7, F508del corr -2.5, Casp6 inh -1 and ERAP1 inh 0.
Screening O=C(c1cccc(S(=O)(=O)N2CCOCC2)c1)N1CCC(Cc2ccccc2)CC1 returned ERp5 inh 2, DENV2 CPE rescue inconclusive, F508del corr -2.5, Casp6 inh 4, SIRT5 inh -1 and ERAP1 inh -1.

Assay outcomes as filed in PubChem BioAssay.
